From PubChem
ABCB6 inh 2 = blocks the human ABCB6 transporter; 0.19% of 360,000 active; Q9NP58; fluorescence ratio to DMSO, % at 10 µM; K562-ABCB6 porphyrin accumulation, flow cytometry, 1 h; hits give low values;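 active = fluorescence ratio to DMSO below 75%, the collection mean minus 3 SD; inconclusive = too few cells collected in the well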;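 note: signal is porphyrin accumulated inside mitochondria; 100% equals median channel fluorescence of DMSO control wells; lower ratio means ABCB6 inhibition with less porphyrin fluorescence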
Target sequence (Q9NP58 whole entry, looked up): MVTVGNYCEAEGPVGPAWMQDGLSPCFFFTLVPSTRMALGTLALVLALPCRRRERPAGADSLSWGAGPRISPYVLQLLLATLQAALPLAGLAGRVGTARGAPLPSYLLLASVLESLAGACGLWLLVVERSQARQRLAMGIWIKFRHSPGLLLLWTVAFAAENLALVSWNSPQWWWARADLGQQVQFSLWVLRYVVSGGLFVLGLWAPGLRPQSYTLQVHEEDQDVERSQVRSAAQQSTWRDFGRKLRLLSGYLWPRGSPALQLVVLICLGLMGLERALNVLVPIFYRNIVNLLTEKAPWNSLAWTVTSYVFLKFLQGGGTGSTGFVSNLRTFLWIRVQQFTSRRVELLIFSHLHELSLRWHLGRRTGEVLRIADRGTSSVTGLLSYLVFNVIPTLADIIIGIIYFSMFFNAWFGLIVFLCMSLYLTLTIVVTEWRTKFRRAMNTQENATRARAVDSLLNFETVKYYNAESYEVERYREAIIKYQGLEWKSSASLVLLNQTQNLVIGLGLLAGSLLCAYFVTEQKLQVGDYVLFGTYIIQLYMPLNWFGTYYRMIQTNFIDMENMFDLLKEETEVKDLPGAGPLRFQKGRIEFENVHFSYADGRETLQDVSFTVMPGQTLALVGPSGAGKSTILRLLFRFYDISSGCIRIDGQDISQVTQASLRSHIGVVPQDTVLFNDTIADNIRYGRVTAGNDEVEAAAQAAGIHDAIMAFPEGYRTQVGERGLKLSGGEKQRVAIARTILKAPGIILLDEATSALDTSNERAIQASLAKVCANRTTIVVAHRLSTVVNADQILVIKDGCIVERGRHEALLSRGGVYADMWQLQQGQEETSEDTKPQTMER
CaV13 ICDI inh = Primary screen for inhibitors of IQ motif and Ca2+-dependent inactivation inhibitor domain binding in CACNA1D, Förster resonance energy transfer in living cells, …; HEK cells, CFP/YFP FRET ICDI-IQ, plate reader, 10 min; percent FRET-ratio fall versus neutral wells; inhibition, % at 12.3 µM; 0.098% of 340,000 active;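 active = mean replicate inhibition of at least 30% and at least 1% of replicates passing that level; inconclusive = only one of the two criteria is met; inactive = neither criterion is met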;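 note: 0% = median of the neutral control wells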
MC4R antagonist = human MC4R antagonism in cAMP assay. inhibition, % at 6.5 µM. MC4R-expressing cells, MTII-stimulated cAMP, LANCE TR-FRET. P32245. 0.48% of 360,000 active;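 active = inhibition above its plate's cutoff, the mean of tested wells on that plate plus 3 SD, cut at about 29% in these data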;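 note: 0% = Melanotan II alone and 100% = Melanotan II plus saturating MCL0020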
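System – human MC4R-expressing U2OS cells · Also added – Melanotan II · Dosing – one concentration, 6.5 µM nominal · Timing – 30-min compound, 1-h challenge, 1-h detection, room temperature · Measured by – Eu-cAMP/anti-cAMP TR-FRET, emission 671 nm · Replicates – singlicate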
PDI turbidity = blocks human protein disulfide isomerase activity; P07237; PDI insulin aggregation turbidity, A650, 90 min; inhibition, % at 10 µM; 0.052% of 350,000 active;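 active = mean inhibition across replicates of 30% or more, whatever share of single replicates reach that level; inconclusive = mean inhibition below 30% while every single replicate reaches 30%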;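 note: absorbance from insulin aggregation driven by PDI reduction with DTT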
MC4R ag barr = agonists of human melanocortin 4 receptor (MC4R) beta-arrestin. activation, % at 8.9 µM. 0.98% of 360,000 active. AID 540308. U2OS MC4R beta-arrestin complementation, luminescence; percent of melanotan II response, DMSO zero. P32245;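 active = activation above a per-plate cutoff, the mean activation of sample wells on that plate plus 3 SD, cut at about 8% in these data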
aDG glyco act = increases alpha dystroglycan glycosylation; AID 624168; Pro5-aDG cells, alpha-DG glycosylation AlphaScreen (IIH6); 0% Pro5, 100% B10-LARGE cell signal; 0.22% of 360,000 active; activation, % at 10 µM;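 active = activation of at least 8% versus controls, or a plate z-score of at least 8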;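 note: Pro5 are CHO cells carrying HIG-tagged alpha-DG that lacks glycosylation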
Vif imaging = HIV Vif inhibition. HEK293T cells, Vif self-association by quenched fluorescence, imaging, 24 h. inhibition, % at 7.49 µM. 0.35% of 340,000 active; in the data active = inhibition above about 50%, passing the limit was not always enough; inconclusive = no clear call, values can overlap the other calls; inactive = below about 31%; note: some results filed as inactive read as strong as hits
Cardio protect = modulators protecting cardiomyocytes from myocardial damage; protection from H2O2 cell death, % at 20 µM; H9c2 cardiomyocytes, H2O2 injury protection, ATPLite, 2 h; 0.63% of 360,000 active; AID 588492;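 active = compounds giving at least 50% protection of heart cells from peroxide-induced death in the single-dose screen, raw or plate-pattern-corrected value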;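 note: 0% = DMSO wells with peroxide and 100% = DMSO wells without peroxide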
Glyco luc inh = blocks N-linked glycosylation in D54 reporter cells; 0.23% of 360,000 active; D54 ERlucT glycosylation luciferase reporter, 24 h; percent of 100 nM tunicamycin response; AID 588692; reporter increase, % at 12.5 µM;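 active = mean luciferase reporter signal, scaled so untreated is 0 and the glycosylation-blocking control 100, at or above a set limit in every replicate; inconclusive = mean reaches the limit but not every replicate does; inactive = mean below the limit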;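 note: luciferase carries N-glycosylation sites so blocking glycosylation raises the light; 0% = median of neutral control wells and 100% = median of 100 nM tunicamycin wells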
m5-HT2A agonist = activates the mouse 5-HT2A serotonin receptor. AID 624169. activation, % at 7.6 µM. CHO-K1 mHTR2A beta-arrestin complementation, luminescence; percent of 30 µM serotonin response. 0.66% of 360,000 active. P35363;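 active = activation above a run cutoff, the mean activation of all tested compounds plus 3 SD, cut at about 14% in these data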;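 note: 0% = plate median of compound wells and 100% = 30 µM serotonin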
An asterisk follows results filed as active; ? = inconclusive; / = not tested or not shown.

SMILES	ABCB6 inh 2	CaV13 ICDI inh	MC4R antagonist	PDI turbidity	MC4R ag barr	aDG glyco act	Vif imaging	Cardio protect	Glyco luc inh	m5-HT2A agonist
O=C(NCCc1ccccc1)c1ccc2c(c1)S(=O)(=O)c1ccccc1C2=O	97.0	-10.5	0.2	9.4	-1.4	0.0	-0.1	10.8	2.4	-2.8
CCOc1ccc(-n2c(Cc3cc(=O)[nH]c(=O)[nH]3)nnc2SCC(N)=O)cc1	104.0	-5.3	-1.1	18.1	0.8	-0.1	20.6	3.8	0.1	3.6
COc1ccc(NC(=O)CSc2c(C)n[nH]c2C)cc1	102.0	-3.9	-1.0	3.2	0.9	-0.1	-2.7	12.6	2.3	6.0
CCn1c(SCC(=O)O)nnc1-c1cccnc1	95.0	-4.3	10.0	7.2	3.6	-0.4	-18.2	-2.3	-0.1	4.9
COc1ccc(NC(=O)CC2SC(N3CCOCC3)=NC2=O)c(OC)c1 (centres undefined)	100.0	-2.8	3.9	6.4	0.7	-0.1	5.2	-7.7	0.0	4.7
Cc1ccc(C)c(OCCC(=O)OCC(=O)NC(=O)NCc2ccccc2)c1	101.0	-5.3	20.5	2.9	0.6	-0.2	-3.8	-0.8	-3.8	7.7
CCOc1nc(OCC)c2[nH]c(C(=O)O)c(Br)c2n1	92.0	-7.0	3.6	-6.4	0.7	0.1	0.6	0.2	0.6	-0.7
CCc1cc(=O)oc2cc(OCC(=O)O)c(Cl)cc12	98.0	-5.1	6.1	-2.3	1.6	0.0	3.7	5.1	0.1	0.1
COc1ccc(C)cc1NC(=O)CCNS(=O)(=O)c1cccc(C(F)(F)F)c1	100.0	-3.2	0.8	7.7	4.0	0.0	2.0	1.1	2.4	-0.3
O=C(COC(=O)CNC(=O)c1cccc(F)c1)NCCC1=CCCCC1	101.0	-1.1	28.5*	-10.8	-0.6	0.1	6.6	-6.5	-1.1	4.7
O=C(NCC1CCCO1)C1CC(=O)N(c2ccc(Cl)cc2)C1 (centres undefined)	101.0	-3.7	4.7	3.7	0.5	0.0	-1.2	-1.0	0.5	-4.3
CN(c1ccccc1)c1nc(N)c([N+](=O)[O-])c(Nc2ccccc2F)n1	101.0	-20.7	10.5	-3.7	-3.1	-0.3	-9.0	-4.7	-4.3	-0.8
CC(NC(=O)NNC(N)=S)(C(F)(F)F)C(F)(F)F	102.0	-4.0	-0.1	-1.1	0.8	0.0	-0.4	3.7	1.4	1.0
CC(C)CNC(=O)COC(=O)/C=C/c1ccccc1[N+](=O)[O-]	101.0	-5.6	-5.0	-16.1	-1.0	-0.1	9.5	4.9	0.4	-1.6
Cc1cccc(CCNC(=O)CC2C(=O)NCCN2Cc2ccccc2C)n1 (centres undefined)	91.0	/	4.9	6.7	-2.2	-0.4	4.1	4.0	2.0	4.9
CCOc1cc(/C=N/N2CCOCC2)ccc1OCc1ccc(C(=O)OC)o1	84.0	4.6	-6.8	-4.2	1.4	1.0	-3.8	9.4	1.9	5.1
COc1ccc(N2CCN(Cc3cc(=O)oc4cc(C)c(Cl)c(C)c34)CC2)cc1	102.0	-0.2	11.0	-6.6	-2.4	-0.3	13.5	-3.2	-0.8	3.8
O=C(Nc1ccc2c(c1)OCO2)NC1CCN(Cc2ccccc2)CC1	101.0	-8.6	3.0	-7.7	3.2	0.2	12.6	3.0	0.5	-3.6
NC(=O)c1ccsc1NC(=O)COC(=O)/C=C/c1ccc([N+](=O)[O-])cc1	97.0	5.4	3.5	-0.6	-1.5	0.1	3.7	-14.9	0.2	0.0
COc1cc(C(=O)NCCOc2ccccc2C)cc(OC)c1OC	99.0	-19.6	5.3	-2.4	-1.8	-0.2	-1.5	-6.6	2.9	0.4
CC1(C(=O)NS(=O)(=O)Cc2ccccc2)CCN1C(=O)Cc1ccccc1Cl (centres undefined)	?	-11.4	1.4	-3.9	-1.5	-0.3	-2.1	8.1	0.6	2.8
CC(C)(C)C(=O)Nc1ccc(-c2nc3ccccc3c(=O)o2)cc1	97.0	-5.3	10.3	1.1	-1.9	-0.3	1.9	-19.5	-1.3	1.5
CCOC(=O)c1ccccc1NC(=O)Cn1cnc2c(oc3ccccc32)c1=O	101.0	-5.2	-1.0	-4.8	-0.7	0.1	23.6	-7.7	-0.4	-1.0
CN1C2C=C(N(CCc3c[nH]c4ccccc34)C(=O)c3ccc(Cl)cc3)CC1CC2 (centres undefined)	97.0	-4.9	2.0	11.1	0.0	1.7	1.9	9.0	2.1	-5.3
COc1ccccc1N1CCN(C(=O)C2CCC(CNS(=O)(=O)c3ccc(NC(C)=O)cc3)CC2)CC1 (centres undefined)	98.0	-4.3	3.3	0.3	-1.3	-0.1	-17.1	-1.1	-3.2	3.1
Clc1ccc(C2=CC(c3ccco3)n3ncnc3N2)cc1 (centres undefined)	102.0	-24.1	6.9	6.1	3.5	0.2	/	23.7	0.6	1.2
Cc1noc(C)c1COC(=O)c1cc(=O)[nH]c2ccccc12	98.0	/	4.7	9.6	-1.9	0.5	-3.7	6.2	0.8	-0.9
O=C(NC1=NCCS1)c1ccccc1Br	98.0	-18.1	1.4	-6.2	-2.2	-0.1	0.8	1.2	1.4	4.2
O=C(Oc1ccccc1C(=O)Nc1ccccc1)c1ccccc1Br	101.0	-4.6	-21.4	4.3	-1.1	-0.2	3.5	-16.1	20.9	-5.2
CC1CC(CCC(=O)NC(=S)Nc2ccc(S(N)(=O)=O)cc2)C(=O)O1 (centres undefined)	96.0	-1.5	10.6	4.8	-1.9	-0.2	-0.9	1.5	2.3	-1.5
C[C@@H]1CN([C@@H](C)CO)C(=O)CCCn2cc(nn2)CO[C@H]1CN(C)C(=O)c1ccc2ccn(C)c2c1	103.0	-5.1	1.0	-8.6	-0.2	-0.3	-6.6	9.5	0.1	-4.0
Cc1cccn2c(=O)c(C=Nc3ccccc3)c(NCCO)nc12	98.0	-8.2	1.4	-7.7	-0.8	0.0	26.7	4.7	1.7	1.8
COc1ccc(NS(=O)(=O)c2cc(NC(=O)c3cccc(OCc4c(C)noc4C)c3)ccc2OC)cc1	99.0	-3.7	12.6	-3.7	-3.2	0.2	-18.3	12.6	5.4	0.6
O=C(Cc1ccc(NC(=O)C2CCCN(C(=O)C3CCCC3)C2)cc1)Nc1cccc(C(=O)N2CCCCC2)c1 (centres undefined)	102.0	-3.7	-4.3	-0.2	-1.7	0.0	-9.2	-4.7	-0.9	0.9
CCOC1=NC(=C(c2ccccc2)c2ccccc2)OC1=O	102.0	-17.3	2.8	3.5	-0.3	-0.2	13.1	0.0	-1.8	0.1
Brc1cccc(CNCc2cccs2)c1	101.0	-16.2	0.0	-10.8	0.8	0.0	4.8	-5.0	1.4	1.5
O=C(NCCCN1CCOCC1)C1Nc2ccc(OC(F)(F)F)cc2C2C=CCC12 (centres undefined)	101.0	-5.9	16.4	0.8	1.6	-0.3	4.6	-0.8	0.7	-9.6
Cc1nn(Cc2c(Cl)cccc2Cl)c(C)c1NC(=O)c1cc(C(C)C)on1	99.0	-5.5	-4.3	/	2.8	0.0	-1.2	8.8	63.7*	9.3
CCCNc1c(NS(=O)(=O)c2cccs2)c(=O)oc2ccccc12	92.0	-2.2	-4.5	5.0	-0.6	0.1	-5.3	-0.4	-0.9	-1.0
COc1ccc(OC)c(/C=C/C(=O)OCC(=O)N2CCCCC2)c1	94.0	-5.9	0.4	-8.3	0.5	0.1	?	5.0	-0.1	-2.3
CCCC(=O)N1CCN(c2ccc([N+](=O)[O-])c(NC(C)c3ccccc3)c2)CC1 (centres undefined)	92.0	-4.0	3.5	15.3	-1.4	0.5	-17.5	12.3	-6.4	-1.4
CC1=C(C(=O)N(C)C)CC(CC(=O)NCc2cccc3ccccc23)C(=O)N1CCCN1CCCC1=O (centres undefined)	98.0	-6.1	6.4	-4.6	0.1	0.1	2.0	-12.9	0.4	3.7
COC(=O)c1cc(OC)c(OC)cc1NCC(=O)Nc1ccc(C)cc1	97.0	-5.0	0.4	-14.0	-2.1	0.2	-13.0	3.9	1.8	1.1
CC(C)(C)NC(=O)C(c1ccco1)N(Cc1ccc2c(c1)OCO2)C(=O)c1snc(C(N)=O)c1N (centres undefined)	97.0	-2.3	6.8	6.7	-1.4	-0.1	16.5	19.5	1.3	1.8
CN1CCc2c(sc(/N=C/c3cc(C(C)(C)C)ccc3O)c2C#N)C1	91.0	-4.5	12.6	-4.1	-1.8	-0.1	-4.5	40.1	-0.2	17.2*
C/C(=N/N1CCN(Cc2ccccc2)CC1)c1ccc(Br)cc1	98.0	-20.7	5.8	-2.5	0.0	0.0	-6.2	-6.9	-1.5	5.9
Cc1ccc(NC(=O)NC(=O)CSc2nnnn2C)c(C)c1	105.0	-3.5	-1.1	-26.9	0.7	0.2	24.0	2.4	-0.3	0.1
O=C1c2ccccc2C(=O)N1Cc1cc(-c2ccccc2Cl)no1	98.0	/	-2.9	-0.8	1.6	0.0	-6.4	-5.3	2.1	-4.9
CN(C)/N=C/C=C1\CC/C(=C\c2ccc(F)c(F)c2)C1=O	95.0	-2.9	12.8	-9.9	0.5	0.2	7.1	-6.8	0.7	2.1
C[C@@H](C(=O)OCC(=O)c1ccc(F)c(F)c1)N1C(=O)C2CCCCC2C1=O (some centres undefined)	89.0	-5.6	3.5	6.1	-2.5	0.2	1.2	-1.5	0.7	-2.2
CN(CC(=O)Nc1ccccc1Cl)C(=O)CSC(=S)N1CCCC1	92.0	-2.3	-6.1	-1.0	-1.7	0.0	12.0	5.1	2.8	0.1
CCOC(=O)CN(C(=O)CSc1nnc(-c2ccncc2)n1CCCOC)c1ccccc1	86.0	-5.7	6.0	10.4	0.1	0.2	/	-15.0	/	5.3
CCN(CC)C(=O)CSc1nc2c(sc(=S)n2-c2ccccc2)c(=O)n1Cc1ccco1	98.0	-4.4	23.7	0.2	-1.1	0.5	-25.3	16.2	22.2	1.0
O=c1[nH]c2cc(Cl)c(Cl)cc2o1	99.0	-5.5	1.6	4.7	-1.2	-0.2	-14.8	1.3	-1.3	-1.3
Cc1cccc(NNC(N)=S)c1	103.0	-6.9	9.1	3.8	-1.0	-0.1	8.8	-5.2	3.6	-3.3
O=C(NCc1ccccc1F)Nc1ccc([N+](=O)[O-])cc1	101.0	3.1	9.1	11.3	-2.0	0.3	-6.7	-15.6	-0.6	-2.2
O=C(CN1C(=O)NC(c2ccccc2)(c2ccccc2)C1=O)Nc1ccc2[nH]c(=O)[nH]c2c1	90.0	0.8	-1.3	2.8	3.3	0.1	7.3	4.7	0.3	5.2
N#CC1(NC(=O)CSc2nnc(-c3ccccc3F)n2N)CCCCC1	97.0	-4.4	9.1	-3.5	-2.1	0.0	1.7	12.6	0.3	-5.8
